DAX1 inh-1 = inhibitors of human orphan nuclear receptor DAX1 (NR0B1); P51843; HEK293 Gal4-DAX1 luciferase reporter, luminescence; inhibition, % at 6.75 µM; 340,000 compounds, 0.99% hits; AID 504766;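 active means inhibition above the mean over all tested compounds plus 3 SD, cut at about 4.2% in these data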;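 further: 0% = DAX1-transfected cells with DMSO and 100% = empty-vector control cells with DMSO; inhibition shows as a rise in luminescence from relieved DAX1 repression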
Target sequence (P51843 207-470 limits assumed): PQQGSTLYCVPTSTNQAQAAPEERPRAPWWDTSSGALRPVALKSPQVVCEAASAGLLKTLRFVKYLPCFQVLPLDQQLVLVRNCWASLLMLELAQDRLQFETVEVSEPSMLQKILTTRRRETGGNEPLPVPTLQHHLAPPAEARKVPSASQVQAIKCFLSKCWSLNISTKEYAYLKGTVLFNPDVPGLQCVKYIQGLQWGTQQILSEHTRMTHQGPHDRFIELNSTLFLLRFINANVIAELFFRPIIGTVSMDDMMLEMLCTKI
PG9 binder = PG9 antibody binding by small molecule; 360,000 compounds, 0.43% hits; inhibition, % at 6.7 µM; AID 624416; TR-FRET gp120-PG9 antibody binding; in the data active means inhibition above about 8.5%
HGIII-sPLA2 inh = Blocks human group III sPLA2 activity | Q9NZ20 | inhibition, % at 12.2 µM | 370,000 compounds, 0.56% hits | QFRET BODIPY PC-A2 liposome hydrolysis, fluorescence;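 active means inhibition above mean plus 3 SD of compounds lying within the high and low control bounds, cut at about 19% in these data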;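 further: 0% = median of test compound wells and 100% = no enzyme DMSO wells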
Target sequence (Q9NZ20 whole entry, looked up): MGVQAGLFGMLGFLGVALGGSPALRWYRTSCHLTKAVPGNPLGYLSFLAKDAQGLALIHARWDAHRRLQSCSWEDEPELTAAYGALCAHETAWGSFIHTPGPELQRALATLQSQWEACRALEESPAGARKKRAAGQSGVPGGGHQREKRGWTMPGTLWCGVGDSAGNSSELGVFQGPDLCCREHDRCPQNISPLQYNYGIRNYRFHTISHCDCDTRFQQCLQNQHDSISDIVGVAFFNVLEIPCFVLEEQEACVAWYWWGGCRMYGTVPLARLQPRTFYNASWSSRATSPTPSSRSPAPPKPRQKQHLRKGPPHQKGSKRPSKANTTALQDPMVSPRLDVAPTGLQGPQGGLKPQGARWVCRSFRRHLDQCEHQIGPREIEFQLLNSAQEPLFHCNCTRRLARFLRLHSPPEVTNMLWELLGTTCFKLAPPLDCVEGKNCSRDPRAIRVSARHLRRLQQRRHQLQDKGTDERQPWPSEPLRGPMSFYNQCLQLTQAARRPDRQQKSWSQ
SMARCA2 activ = SMARCA2 function activation, primary screen; MG213 cells, MMTV-luciferase reporter, dexamethasone, overnight; activation, % at 9.1 µM; 370,000 compounds, 1% hits; in the data active means activation above about 7.8%;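 further: 0% = vehicle wells and 100% = reference activator wells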
ssDAF12 agonist = activators of S. stercoralis DAF-12 nuclear receptor; HEK293 ssDAF-12/GRIP1 lit1-tk-luc reporter, luminescence; % of 3 µM dafachronic acid response; activation, % at 6.8 µM; 370,000 compounds, 1% hits;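 active means activation above the mean over all tested compounds plus 3 SD, cut at about 0.9% in these data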;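 further: 0% = DMSO-only wells and 100% = 3 µM delta7-dafachronic acid wells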
PLCb3 inh = inhibitors of human phospholipase C beta3. Q01970. Purified PLC-beta3, fluorogenic substrate, fluorescence. inhibition, % at 12.2 µM. 370,000 compounds, 0.18% hits. AID 720704; in the data active means inhibition above about 11%;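 further: 0% = median of compound wells on plate and 100% = full blocker control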
hcDAF12 agonist = activates DAF-12 receptor from parasite H. contortus. HEK293 hcDAF-12 lit1-tk-luc reporter, luminescence; 0% DMSO, 100% Δ7-dafachronic acid. 370,000 compounds, 1.4% hits. activation, % at 6.8 µM;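 active means activation above the mean of all tested compounds plus 3 SD, cut at about 5.5% in these data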;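 further: 100% = response to 3 µM Δ7-dafachronic acid high control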
hgDAF-12 ag = agonists of H. glycines DAF-12 nuclear receptor; activation, % at 6.8 µM; HEK293 GAL4-hgDAF12 UAS-luciferase reporter, agonist luminescence; normalized to butyrate control; AID 687014; 370,000 compounds, 1.8% hits;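 active means activation above a cutoff set at the mean of all screened compounds plus 3 SD, cut at about 10% in these data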;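 further: 0% = DMSO wells and 100% = sodium butyrate wells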
NR1D1 modulator = modulates human Rev-erb alpha binding to DNA | P20393 | Rev-erbα–FITC-DNA binding, fluorescence polarization, 90 min | activity, % at 10 µM | 370,000 compounds, 0.79% hits | AID 1259318;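 active means activity above about 14%, limit read from the data; passing the limit was not always enough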;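 further: 0% = DMSO wells with 35 nM protein and 100% = DMSO wells with 750 nM protein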
DAX1 inh-2 = inhibitors of DAX1 repression of SF-1 activated StAR promoter. HEK293T StAR-luciferase reporter, SF-1/DAX-1 repression relief. 370,000 compounds, 1.1% hits. inhibition, % at 6.8 µM. AID 652010;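 active means inhibition above the mean over all tested compounds plus 3 SD, cut at about 3.6% in these data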;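 further: 0% = DAX-1 cells with DMSO and 100% = cells lacking DAX-1 with DMSO; higher inhibition means more luminescence from relief of DAX-1 repression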
GAA850 FXN act = activators of GAA850 frataxin (FXN) promoter; activation, % at 6 µM; AID 540364; HEK293 lucGAA850 FXN promoter luciferase reporter, 24 h; percent of 10 µM SAHA response; 360,000 compounds, 0.56% hits;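 active means activation above the average of all compounds screened plus 3 SD, cutoff fixed separately per campaign, cut at about 7.5% in these data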;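 further: 0% = DMSO wells and 100% = 10 µM SAHA wells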
* = called active by the depositor.

Screening O=c1c(Cc2ccc(F)cc2)c(O)ccn1Cc1ccc(F)cc1 returned DAX1 inh-1 2.0, PG9 binder -0.2, HGIII-sPLA2 inh -1.0, SMARCA2 activ 0.6, ssDAF12 agonist -0.9, PLCb3 inh 2.7, hcDAF12 agonist -1.0, hgDAF-12 ag 2.1, NR1D1 modulator 4.1, DAX1 inh-2 0.4 and GAA850 FXN act 0.5.
For COc1ccc(-c2csc(NC(=O)CSc3ncn[nH]3)n2)cc1OC the results were DAX1 inh-1 -1.1, PG9 binder -1.1, HGIII-sPLA2 inh -12.1, SMARCA2 activ -2.7, ssDAF12 agonist -1.4, PLCb3 inh -4.8, hcDAF12 agonist -1.4, hgDAF-12 ag -1.8, NR1D1 modulator -2.2, DAX1 inh-2 -0.5 and GAA850 FXN act 3.4.
Screening CCOC(=O)c1ccc(NC(=O)c2ccccc2[N+](=O)[O-])cc1 returned DAX1 inh-1 -0.5, PG9 binder 0.5, HGIII-sPLA2 inh 10.5, SMARCA2 activ -1.7, ssDAF12 agonist -1.2, PLCb3 inh -1.0, hcDAF12 agonist -1.5, hgDAF-12 ag 8.9, NR1D1 modulator -2.1, DAX1 inh-2 0.6 and GAA850 FXN act 1.8.
`Cc1n[nH]c(=O)c2c(NC(=O)CSc3nc4ccccc4c(=O)n3C(C)C)oc(C)c12` gave DAX1 inh-1 -0.1, PG9 binder -1.3, HGIII-sPLA2 inh 7.0, SMARCA2 activ 0.5, ssDAF12 agonist -0.8, PLCb3 inh -7.3, hcDAF12 agonist -1.9, hgDAF-12 ag 1.7, NR1D1 modulator 0.5, DAX1 inh-2 -1.5 and GAA850 FXN act -0.6.
For CCOc1ccc(NC(=O)Cn2nnc(C(=O)NCc3ccc4c(c3)OCO4)c2N)cc1 the results were DAX1 inh-1 -0.2, PG9 binder -0.8, HGIII-sPLA2 inh -1.8, SMARCA2 activ 0.3, ssDAF12 agonist -0.7, PLCb3 inh -5.1, hcDAF12 agonist -0.5, hgDAF-12 ag -0.7, NR1D1 modulator -0.5, DAX1 inh-2 -1.4 and GAA850 FXN act 1.1.
CC(C)(CO)CNC(=O)CC1C(=O)NCCN1CC(c1ccccc1)c1ccccc1 (stereo not drawn) was read as DAX1 inh-1 0.8, PG9 binder -0.8, HGIII-sPLA2 inh 1.8, SMARCA2 activ -1.5, ssDAF12 agonist -1.3, PLCb3 inh -12.8, hcDAF12 agonist -1.3, hgDAF-12 ag -2.4, NR1D1 modulator -5.1, DAX1 inh-2 -1.1 and GAA850 FXN act -1.8.
`CCc1ccc(N(C(=O)c2snc(C(N)=O)c2N)C(C(=O)NC2CCCC2)c2ccco2)cc1` (stereo not drawn) gave DAX1 inh-1 0.3, PG9 binder 0.8, HGIII-sPLA2 inh 1.8, SMARCA2 activ -2.9, ssDAF12 agonist -0.7, PLCb3 inh -32.0, hcDAF12 agonist -0.5, hgDAF-12 ag -0.3, NR1D1 modulator -3.0, DAX1 inh-2 0.4 and GAA850 FXN act 2.5.
CCOc1ccccc1N(C(=O)c1snc(C(N)=O)c1N)C(C(=O)NC1CCCC1)c1cccs1 (stereo not drawn) was read as DAX1 inh-1 0.3, PG9 binder 2.3, HGIII-sPLA2 inh -5.0, SMARCA2 activ -4.3, ssDAF12 agonist -1.5, PLCb3 inh -125.1, hcDAF12 agonist -1.2, hgDAF-12 ag -0.7, NR1D1 modulator 3.3, DAX1 inh-2 0.0 and GAA850 FXN act 0.1.
`COc1ccc(/C=C(\NC(=O)c2ccccc2)C(=O)NCCN2CCOCC2)cc1OC` gave DAX1 inh-1 3.8, PG9 binder 1.7, HGIII-sPLA2 inh 10.1, SMARCA2 activ -3.5, ssDAF12 agonist -0.7, PLCb3 inh -1.7, hcDAF12 agonist -0.8, hgDAF-12 ag -1.2, NR1D1 modulator -1.1, DAX1 inh-2 0.1 and GAA850 FXN act 1.7.
`O=C(CNCc1cccs1)Nc1ccc(S(=O)(=O)N2CCCCC2)cc1` gave DAX1 inh-1 0.1, PG9 binder -2.1, HGIII-sPLA2 inh 2.0, SMARCA2 activ -3.5, ssDAF12 agonist -1.2, PLCb3 inh 1.3, hcDAF12 agonist -1.8, hgDAF-12 ag -0.1, NR1D1 modulator -5.1, DAX1 inh-2 -0.7 and GAA850 FXN act 0.6.
For O=C(CN(Cc1ccccc1)C(=O)CNS(=O)(=O)c1ccc(F)cc1)NCC1CCCO1 (stereo not drawn) the results were DAX1 inh-1 0.9, PG9 binder -0.5, HGIII-sPLA2 inh 0.3, SMARCA2 activ 2.8, ssDAF12 agonist -1.1, PLCb3 inh -6.0, hcDAF12 agonist 0.8, hgDAF-12 ag -1.1, NR1D1 modulator 1.5, DAX1 inh-2 -0.2 and GAA850 FXN act 0.0.
Cc1cccc(C(=O)NC(=S)Nc2cccc3nc(C)ccc23)c1 was read as DAX1 inh-1 -0.6, PG9 binder 0.2, HGIII-sPLA2 inh 5.8, SMARCA2 activ -1.0, ssDAF12 agonist 0.1, PLCb3 inh -10.7, hcDAF12 agonist 2.9, hgDAF-12 ag 0.4, NR1D1 modulator -7.7, DAX1 inh-2 -1.2 and GAA850 FXN act -1.7.
Screening Cc1ccc(C(=O)Oc2cc(C)[nH]c(=O)c2[N+](=O)[O-])cc1 returned DAX1 inh-1 -0.5, PG9 binder 0.6, HGIII-sPLA2 inh 12.9, SMARCA2 activ -0.8, ssDAF12 agonist -0.9, PLCb3 inh -3.6, hcDAF12 agonist 1.7, hgDAF-12 ag 0.4, NR1D1 modulator 1.3, DAX1 inh-2 0.1 and GAA850 FXN act 2.5.
`O=C(NCCS(=O)(=O)N1CCN(c2cccc(Cl)c2)CC1)c1ccc2c(c1)OCO2` gave DAX1 inh-1 -1.0, PG9 binder -0.8, HGIII-sPLA2 inh -2.7, SMARCA2 activ -1.1, ssDAF12 agonist -0.4, PLCb3 inh -5.8, hcDAF12 agonist -1.7, hgDAF-12 ag -0.8, NR1D1 modulator -0.9, DAX1 inh-2 -0.4 and GAA850 FXN act -0.1.
`CC1CCCCN1C(=O)COC(=O)c1ccc2ccccc2n1` (stereo not drawn) gave DAX1 inh-1 0.8, PG9 binder 0.2, HGIII-sPLA2 inh 6.6, SMARCA2 activ 2.4, ssDAF12 agonist -1.4, PLCb3 inh -8.7, hcDAF12 agonist 1.7, hgDAF-12 ag 0.1, NR1D1 modulator -5.5, DAX1 inh-2 -0.6 and GAA850 FXN act 1.0.
`CN(C)c1ccc(N=Nc2ccccc2C(=O)OCC(=O)Nc2ccccc2C(F)(F)F)cc1` gave DAX1 inh-1 0.2, PG9 binder -0.7, HGIII-sPLA2 inh 8.2, SMARCA2 activ -0.1, ssDAF12 agonist -0.8, PLCb3 inh 1.2, hcDAF12 agonist 2.6, hgDAF-12 ag 5.9, NR1D1 modulator 23.9, DAX1 inh-2 0.4 and GAA850 FXN act 7.6*.
S=C(NCc1cccs1)NCC1CCCO1 (stereo not drawn) was read as DAX1 inh-1 -0.6, PG9 binder -2.1, HGIII-sPLA2 inh 7.7, SMARCA2 activ -3.7, ssDAF12 agonist -0.9, PLCb3 inh 0.1, hcDAF12 agonist -0.5, hgDAF-12 ag 2.0, NR1D1 modulator -5.0, DAX1 inh-2 0.2 and GAA850 FXN act -1.7.
C/C(=N\N1CCN(Cc2ccc(C)cc2)CC1)c1ccco1 was read as DAX1 inh-1 0.0, PG9 binder 0.1, HGIII-sPLA2 inh 8.4, SMARCA2 activ -1.8, ssDAF12 agonist 0.4, PLCb3 inh -1.0, hcDAF12 agonist -2.2, hgDAF-12 ag 0.8, NR1D1 modulator 8.5, DAX1 inh-2 -0.9 and GAA850 FXN act 1.5.
For CCN(CC#CCC1(O)c2ccccc2-c2ccccc21)C(C)C the results were DAX1 inh-1 0.9, PG9 binder -1.4, HGIII-sPLA2 inh -5.8, SMARCA2 activ -4.5, ssDAF12 agonist -0.8, PLCb3 inh 10.2, hcDAF12 agonist -1.5, hgDAF-12 ag 4.6, NR1D1 modulator 8.0, DAX1 inh-2 1.2 and GAA850 FXN act -0.8.
Screening CC(=O)Nc1ccc(OC[C@@H](O)CN2CCC(C(O)(c3ccccc3)c3ccccc3)CC2)cc1 returned HGIII-sPLA2 inh -11.5, SMARCA2 activ -1.5, ssDAF12 agonist -0.5, PLCb3 inh 0.7, hcDAF12 agonist -1.2, hgDAF-12 ag 2.5, NR1D1 modulator -9.4 and DAX1 inh-2 0.0.
`COc1cccc(NC(=O)Cn2nc(Cc3cccnc3)c3ccccc3c2=O)c1` gave DAX1 inh-1 1.5, PG9 binder 1.0, HGIII-sPLA2 inh 0.5, SMARCA2 activ -4.1, ssDAF12 agonist 0.0, PLCb3 inh 2.6, hcDAF12 agonist -1.4, hgDAF-12 ag 0.6, NR1D1 modulator 2.2, DAX1 inh-2 0.8 and GAA850 FXN act 1.3.
For CC1=NN(c2ccccc2)C(=O)/C1=C/c1cccc(C)c1 the results were DAX1 inh-1 1.4, PG9 binder -3.1, HGIII-sPLA2 inh 2.5, SMARCA2 activ -1.0, ssDAF12 agonist -0.1, PLCb3 inh -0.8, hcDAF12 agonist 3.3, hgDAF-12 ag -1.9, NR1D1 modulator 2.4, DAX1 inh-2 -0.4 and GAA850 FXN act -0.2.
For Cc1ccc(S(=O)(=O)NCCC(=O)NCc2ccco2)cc1 the results were DAX1 inh-1 1.1, PG9 binder -0.8, HGIII-sPLA2 inh -4.5, SMARCA2 activ -0.5, ssDAF12 agonist -0.7, PLCb3 inh 2.8, hcDAF12 agonist 0.4, hgDAF-12 ag 1.5, NR1D1 modulator -4.2, DAX1 inh-2 0.0 and GAA850 FXN act 0.6.
For CC1(C(=O)NCc2ccc(Cl)cc2)CCN1C(=O)Cc1ccc(Cl)cc1Cl (stereo not drawn) the results were PG9 binder -1.5, HGIII-sPLA2 inh -11.9, SMARCA2 activ -3.7, ssDAF12 agonist -0.8, PLCb3 inh -0.3, hcDAF12 agonist -0.1, hgDAF-12 ag 0.3, NR1D1 modulator 7.1, DAX1 inh-2 -2.3 and GAA850 FXN act -0.4.
`O=S(=O)(Nc1ccc2ccccc2n1)c1ccc2c(c1)CCO2` gave DAX1 inh-1 1.5, PG9 binder -0.1, HGIII-sPLA2 inh -7.8, SMARCA2 activ -4.3, ssDAF12 agonist -1.9, PLCb3 inh -33.4, hcDAF12 agonist -1.9, hgDAF-12 ag -1.5, NR1D1 modulator 0.8, DAX1 inh-2 -0.2 and GAA850 FXN act 1.2.
`CCN1Cc2cc(OC)ccc2-c2ccccc2S1(=O)=O` gave DAX1 inh-1 -1.2, PG9 binder -0.8, HGIII-sPLA2 inh 1.1, SMARCA2 activ -2.8, ssDAF12 agonist 0.0, PLCb3 inh 0.4, hcDAF12 agonist -1.1, hgDAF-12 ag -2.8, NR1D1 modulator -1.2, DAX1 inh-2 -0.7 and GAA850 FXN act -0.5.
